BoNT-F LC inh: BoNT/F light chain protease inhibitors, primary screen, biochemical, flow cytometry, MLPCN library; inhibition, % at 10 µM; 0.22% of 360,000 active; Multiplex microsphere protease cleavage assay; Botulinum neurotoxin type F light chain protease (Clostridium botulinum); in the data active = inhibition above about 35%, passing the limit was not always enough; inconclusive = no clear call, values can overlap the other calls; note: plate controls were buffer without enzyme for full effect and enzyme alone for no effect
Mtb BioA inh: M. tuberculosis BioA enzyme inhibitors, primary screen, biochemical, plate reader, single point, HTS; 7,8-diaminopelargonic acid synthase BioA (Mycobacterium tuberculosis); purified M. tuberculosis BioA enzyme; inhibition, % at 9.99 µM; 0.096% of 360,000 active; in the data active = inhibition above about 40%; inconclusive = no clear call, values can overlap the other calls
UGM FP inh: M. tuberculosis UGM enzyme inhibitors, primary screen, biochemical, fluorescence polarization, single point | 0.06% of 320,000 active | inhibition, % at 10 µM | UDP-galactopyranose mutase (Mycobacterium tuberculosis (strain ATCC 25618 / H37Rv)), … | purified UGM, fluorescence polarization probe displacement; in the data active = inhibition above about 10%, passing the limit was not always enough; inconclusive = no clear call, values can overlap the other calls
Target sequence (P9WIQ1 whole entry, looked up): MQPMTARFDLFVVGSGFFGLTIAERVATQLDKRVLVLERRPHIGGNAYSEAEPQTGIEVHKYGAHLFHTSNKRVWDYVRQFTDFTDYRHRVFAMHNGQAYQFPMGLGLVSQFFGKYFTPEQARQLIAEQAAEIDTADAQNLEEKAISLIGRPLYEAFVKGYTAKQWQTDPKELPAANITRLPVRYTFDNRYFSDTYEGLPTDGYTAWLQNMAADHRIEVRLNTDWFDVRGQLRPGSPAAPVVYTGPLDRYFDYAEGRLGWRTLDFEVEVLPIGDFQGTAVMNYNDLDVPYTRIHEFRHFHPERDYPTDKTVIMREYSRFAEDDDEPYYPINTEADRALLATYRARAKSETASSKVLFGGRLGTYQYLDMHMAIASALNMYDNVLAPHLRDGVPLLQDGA
VHR inh abs: VHR1 phosphatase inhibitors, primary screen, biochemical, absorbance, uHTS. Dual specificity protein phosphatase 3 (Homo sapiens), P51452. 0.52% of 290,000 active. AID 1654, 2009. recombinant VHR phosphatase, pNPP absorbance. inhibition, % at 13.3 µM; in the data active = inhibition above about 50%; note: some compounds called inactive have numbers as strong as hits
Target sequence (P51452 whole entry, looked up): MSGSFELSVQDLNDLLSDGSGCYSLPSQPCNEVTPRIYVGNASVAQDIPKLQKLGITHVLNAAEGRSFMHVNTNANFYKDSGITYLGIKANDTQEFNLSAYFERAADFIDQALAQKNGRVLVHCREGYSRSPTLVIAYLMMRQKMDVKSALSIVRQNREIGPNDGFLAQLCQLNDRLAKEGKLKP
MazF activator: activators of E. coli MazEF toxin-antitoxin RNase, primary screen, biochemical, fluorescence, uHTS; Endoribonuclease toxin MazF (Escherichia coli (strain K12)), P0AE70; FAM/BHQ RNA-DNA oligo cleavage fluorescence, 5 h; activation, % at 20 µM; 0.32% of 350,000 active; in the data active = activation above about 50%
Target sequence (P0AE70 whole entry, looked up): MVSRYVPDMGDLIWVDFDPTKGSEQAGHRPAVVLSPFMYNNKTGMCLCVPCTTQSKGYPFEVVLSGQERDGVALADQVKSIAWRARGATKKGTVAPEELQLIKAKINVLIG
GDH-TPI inh: GDH-TPI coupling enzyme inhibitors, primary screen, artefact control for M. tuberculosis FBA inhibitor project, biochemical, absorbance, full deck; GDH-TPI coupled enzyme counterscreen, NADH absorbance; inhibition, % at 4.8 µM; 1.2% of 360,000 active;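 note: 0% = DMSO wells and 100% = wells lacking the enzyme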
FadD28 binding: inhibitors of FadD28 bisubstrate probe binding, primary screen, biochemical, fluorescence polarization, single point; Mycobacterium tuberculosis FadD28 fatty-acid-AMP ligase; inhibition, % at 12.5 µM; 0.22% of 360,000 active; in the data active = inhibition above about 8.5%, passing the limit was not always enough; inconclusive = no clear call, values can overlap the other calls
CCHF vOTU inh: CCHFV vOTU protease inhibitors, primary screen, biochemical, Pep-AMC substrate, fluorescence; Crimean-Congo hemorrhagic fever virus L polyprotein viral ovarian tumor (vOTU) protease …; inhibition, % at 11.5 µM; 0.55% of 370,000 active; AID 651958, 2012; note: 0% = vehicle wells with enzyme and 100% = no enzyme wells
Rv3671c protease: Rv3671c serine protease inhibitors, primary screen, biochemical, fluorescence polarization, M. tuberculosis H37Rv | P9WHR9 | inhibition, % at 5.96 µM | 0.048% of 320,000 active | AID 2606, 2010; in the data active = inhibition above about 38%;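 note: extracellular domain of Rv3671c used as enzyme; 0% = enzyme with DMSO and 100% = no enzyme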
Target sequence (P9WHR9 whole entry, looked up, the tested form may be a part): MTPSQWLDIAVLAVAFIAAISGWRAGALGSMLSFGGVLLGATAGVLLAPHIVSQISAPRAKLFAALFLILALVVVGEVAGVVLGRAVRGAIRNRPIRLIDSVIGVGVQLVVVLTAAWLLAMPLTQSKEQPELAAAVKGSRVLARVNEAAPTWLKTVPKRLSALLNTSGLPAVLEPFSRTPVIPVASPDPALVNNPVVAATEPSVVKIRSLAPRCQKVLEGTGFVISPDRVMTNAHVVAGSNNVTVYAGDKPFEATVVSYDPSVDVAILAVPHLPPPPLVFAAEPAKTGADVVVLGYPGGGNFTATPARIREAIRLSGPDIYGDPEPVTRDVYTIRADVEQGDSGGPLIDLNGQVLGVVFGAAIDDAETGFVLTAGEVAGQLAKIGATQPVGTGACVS
Mtb FBA inh: Mtb FBA enzyme inhibitors, primary screen, biochemical, fluorescence, strain H37Rv. Fructose-bisphosphate aldolase (Mycobacterium tuberculosis (strain ATCC 25618 / H37Rv)), …. purified M. tuberculosis FBA, fluorescence read-out. inhibition, % at 1 µM. 2.3% of 360,000 active; in the data active = inhibition above about 27%;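 note: 0% = vehicle and 100% = reference inhibitor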
Active calls of the source: *; u = inconclusive; x = not tested or not shown. Cut-off read from the data, not from the text of the source, unless noted: active = inhibition above about 30%; inactive = the rest.

SMILES | BoNT-F LC inh | Mtb BioA inh | UGM FP inh | VHR inh abs | MazF activator | GDH-TPI inh | FadD28 binding | CCHF vOTU inh | Rv3671c protease | Mtb FBA inh
NC(=O)C1CCN(C(=O)C2CCC(=O)N(Cc3ccc(Cl)cc3)C2)CC1 (centres undefined) | -5.5 | 0.3 | -0.5 | 13.7 | 10.8 | -0.7 | -3.7 | 22.4 | 5.0 | -0.6
CCC(=O)Nc1cccc(NC(=S)NC(=O)c2ccc(Cl)cc2)c1 | -2.8 | 1.6 | -0.7 | 31.5 | 10.6 | 12.0 | -2.3 | 3.2 | -8.2 | 0.1
COc1ccc(NC(=O)c2cnc3sccn3c2=O)cc1 | -19.1 | 0.6 | -2.0 | 10.9 | 5.9 | 25.6 | -1.1 | 13.4 | 1.4 | 2.8
Cc1cccc(C(=O)NC(=S)Nc2ccc(N3CCOCC3)cc2)c1 | -4.3 | x | 0.3 | -7.0 | -1.2 | -1.1 | 1.2 | 0.4 | 1.8 | 0.2
O=C(Nc1cc(S(=O)(=O)N2CCOCC2)ccc1N1CCOCC1)c1ccc([N+](=O)[O-])s1 | -4.2 | -2.7 | 1.7 | x | 5.8 | 13.9 | -0.4 | -1.2 | 7.4 | 2.9
COc1ccc(-c2noc(CCC(=O)N3CCC(c4cc(C)ccc4C)CC3)n2)cc1 | 0.1 | -0.5 | x | x | 6.2 | 5.2 | -3.0 | 3.2 | x | -1.6
CCC1(CC)Cc2ccccc2C(=O)N1 | u | -1.4 | 3.8 | -10.3 | -0.5 | -2.6 | -4.3 | 0.7 | 2.1 | -8.4
O=C(CSCc1c(Cl)cccc1Cl)Nc1ccc2c(c1)OCCO2 | 4.2 | x | -1.4 | -7.8 | -12.1 | 7.0 | -1.8 | -1.9 | -8.2 | 2.8
COc1cc(OC)cc(C(=O)NCC(=O)OCC(=O)c2cc(C)n(Cc3ccco3)c2C)c1 | 2.4 | -1.6 | 1.4 | -11.0 | -5.5 | -0.7 | -11.8 | 1.6 | -6.7 | 1.1
CCOc1ccc(N2CC(C(=O)Nc3ccc(S(=O)(=O)NCC4CCCO4)cc3)CC2=O)cc1 (centres undefined) | 3.6 | -2.0 | 2.2 | 11.5 | 0.1 | -6.8 | -2.2 | 1.5 | -1.9 | -0.3
CCOCCCNC(=O)c1ccc2c(=O)n(CCCOCC)c(=S)[nH]c2c1 | -1.9 | 0.3 | -0.8 | 37.4 | 2.5 | 13.4 | -3.4 | 0.1 | 0.4 | -0.1
O=C(Nc1cccnc1)c1scc2c1OCCO2 | 1.3 | 27.8 | -2.0 | 7.1 | -0.8 | 6.8 | -1.9 | 3.2 | 5.4 | -1.4
C[C@@H]1COC(=O)[C@H](CC(=O)OC(C)(C)C)C/C=C\C[C@@H](CC(=O)NCCO)C(=O)N1 | -11.2 | 0.5 | -0.5 | x | 19.5 | 7.4 | -2.6 | -2.5 | -7.6 | 4.9
COCCCNC(=O)c1ccc(NC(C)=O)cc1 | 6.6 | x | -2.7 | 13.2 | 3.1 | 0.6 | -2.2 | 6.1 | -3.3 | 6.9
COc1ccc(C)c2sc(NC(=O)c3cccc(N4C(=O)CCC4=O)c3)nc12 | 3.5 | -0.3 | 2.3 | -22.9 | -15.3 | 7.2 | -2.7 | 0.7 | -8.3 | 1.7
CCCN1CNC(=S)N(c2ccc(C)cc2C)C1 | x | x | 2.0 | 27.2 | 0.2 | 13.2 | -1.3 | -9.5 | -5.2 | -19.2
Cc1cc(NC(=O)CSC2=NCCS2)no1 | -1.9 | -1.6 | -0.8 | 6.1 | 11.9 | 9.6 | 0.3 | 5.8 | -0.7 | -1.8
CCCCCCCCCCCCN1[C@@H](CC(=O)O)c2cc(C(F)(F)F)ccc2S1(=O)=O | -4.3 | 10.6 | 2.9 | x | 1.4 | -7.0 | u | 24.6 | -15.3 | 0.7
CCCN(CC(=O)Nc1ccc(F)c(F)c1F)C(=O)Cn1c(=O)cnc2ccccc21 | -9.2 | x | -1.8 | x | -0.7 | 7.1 | -3.4 | 1.7 | 2.2 | 5.5
CN(CCc1ccccn1)c1ccc([N+](=O)[O-])cn1 | 1.3 | -1.3 | -0.8 | 7.7 | 1.3 | 9.6 | -3.0 | -6.7 | 3.4 | -4.0
NC1=NC[C@H](Cc2ccc(O)cc2)N1CCc1cccc2ccccc12 | -24.8 | 4.7 | 2.2 | 11.1 | 5.0 | -0.4 | -10.5 | 8.6 | 1.7 | -0.1
COC(=O)c1ccccc1NC(=O)CNCCc1ccc(OC)c(OC)c1 | 5.2 | 0.3 | 3.6 | 36.3 | -0.1 | 0.0 | -3.1 | 1.1 | 8.2 | -0.9
CSc1ncccc1C(=O)OCc1ccc(Br)cc1 | 30.1 | 2.0 | -0.2 | 58.3* | 1.0 | 1.3 | -4.8 | -9.2 | 2.2 | 2.1
COc1cccc(C(=O)NC2CCN(C(=O)N3CCCCC3)CC2)c1 | 3.7 | 0.1 | 4.2 | 18.7 | -0.1 | 0.5 | -1.5 | -13.4 | -1.8 | 1.2
CC(=O)N(Cc1ccc(Br)cc1)c1cccc(C)c1C | -6.2 | 3.3 | -0.9 | 24.7 | 1.3 | -1.9 | -1.2 | -3.6 | -2.6 | -0.2
COc1ccc(C)cc1NC(=O)C(OC(=O)CNC(=O)c1cccc(F)c1)c1ccccc1 (centres undefined) | -0.1 | -1.0 | 1.7 | 9.0 | -0.3 | 9.5 | -1.7 | 0.5 | -11.2 | -1.3
O=C(Cn1cnc2ccccc2c1=O)Nc1nnc(SCc2ccccc2)s1 | 0.1 | -3.1 | 1.8 | 13.0 | -11.2 | 3.2 | 0.0 | -16.5 | -26.4 | 1.1
Cc1c(C)n(C(=O)CN2CCN(c3ccccc3)CC2)c2ccccc12 | x | 1.8 | 2.9 | 11.6 | 8.7 | 6.6 | -0.7 | 11.1 | 0.0 | 2.8
c1cc2c(cc1-n1cnnn1)OCO2 | 0.9 | -0.2 | -0.9 | -1.4 | -2.7 | -3.8 | -1.8 | -3.0 | 6.1 | 1.5
CCc1nnc(NC(=O)C(=O)NCCOC(=O)c2ccccc2)s1 | -3.9 | -1.0 | 1.0 | 15.6 | -2.4 | 1.2 | -0.7 | 8.9 | 5.1 | -2.0
COc1ccc(NC(=O)N2C3CCCC2CC(NC(=O)C2CC2)C3)cc1 (centres undefined) | -7.5 | -1.9 | -2.7 | 39.4 | -1.6 | -4.2 | 0.3 | -3.5 | 4.4 | -3.3
COc1ccc(Nc2nc(N3CCCCC3)nc(N3CCCCC3)n2)c(OC)c1 | -1.7 | 0.1 | 0.2 | -8.9 | 0.4 | -5.4 | -2.5 | -6.0 | -1.2 | -3.3
COc1ccc(CCN(C)C2CCCN(S(=O)(=O)c3ccc(C)cc3)C2)cc1OC (centres undefined) | 2.0 | 6.6 | -1.1 | -3.8 | 9.2 | -1.5 | -2.6 | -3.4 | -7.5 | -2.3
O=C(CN1C(=O)C2CCCCC2C1=O)OCC(=O)c1ccc(Cl)s1 (centres undefined) | -8.2 | 0.8 | 5.1 | 19.7 | 2.3 | -7.3 | -0.5 | -13.7 | 0.7 | 0.4
CCn1c(=NC(=O)CSC(C)=O)sc2cc(F)ccc21 | -4.7 | -1.2 | 3.3 | -3.4 | 7.5 | 4.5 | 0.0 | 11.8 | -10.8 | 0.0
O=C(O)c1ccccc1-n1cccc1C(=O)O | 0.3 | 8.2 | -1.7 | 39.7 | 3.0 | -3.7 | 0.1 | -6.0 | 1.9 | 1.1
Cc1ccc(CNC(=O)c2ccc(N(C)S(=O)(=O)c3ccccc3)cc2)cc1 | -2.0 | 0.7 | -3.3 | 8.5 | 9.2 | 11.2 | -2.0 | 13.0 | -0.4 | 0.0
O=S(=O)(NCCC(c1ccc(F)cc1)c1ccco1)c1ccccc1 (centres undefined) | -2.6 | x | 2.4 | 3.4 | -7.7 | 1.9 | -2.8 | -10.9 | -1.9 | 2.4
COCCCNC(=O)c1c[nH]c2ccc(S(=O)(=O)N3CCC(C)CC3)cc2c1=O | -2.8 | x | -1.4 | -1.8 | 3.3 | -3.7 | -3.6 | 1.9 | -2.0 | -0.7
O=C(OCCN1CCOCC1)c1cccs1 | -17.2 | 0.6 | -0.9 | -2.4 | 2.5 | -7.1 | 0.5 | 2.0 | -2.7 | -5.4
OCCNNC(=S)NC1CC2C=CC1C2 (centres undefined) | -5.8 | x | -0.2 | 1.7 | 6.0 | 13.8 | -1.9 | 6.1 | 3.0 | -1.4
O=C(Oc1ccc(Br)cc1C(=S)N1CCOCC1)c1ccc([N+](=O)[O-])cc1[N+](=O)[O-] | -11.1 | 1.7 | -0.6 | 11.8 | 0.4 | -8.2 | -3.3 | -3.1 | -2.7 | -0.4
CCC(C)n1c(O)c(C=NCC2CCCO2)c(=O)[nH]c1=S (centres undefined) | 1.6 | x | -2.0 | 25.0 | 6.6 | 16.1 | -1.3 | 12.7 | -2.5 | -2.0
CCC(C)Sc1nc2c(cnn2-c2ccc(C)c(C)c2)c(=O)[nH]1 (centres undefined) | -5.7 | -0.1 | -0.5 | -1.9 | -10.3 | 5.6 | -0.7 | -1.7 | -20.0 | -0.6
CC(=O)Nc1ccc(NC2(C)C(=O)c3ccccc3C2=O)cc1 | -6.3 | -1.0 | x | 17.5 | 3.3 | 1.7 | -0.2 | 5.2 | 5.0 | 0.6
Cc1ccc(C2=NOC(c3nnc(-c4ccccc4)o3)C2)cc1 (centres undefined) | 1.1 | 12.1 | -1.0 | x | -6.8 | 5.9 | -0.8 | 4.9 | -8.4 | 3.8
O=C(c1ccco1)N1CCN(C(=S)Nc2ccc(F)c(Cl)c2)CC1 | -7.9 | 11.9 | 1.3 | 24.0 | 0.3 | -2.2 | 0.4 | -4.1 | 7.5 | 1.8
Cc1cccc(NC(=O)CSc2cccc3cccnc23)c1C | 13.1 | 4.6 | -0.8 | 13.9 | 6.1 | -6.2 | -4.9 | -34.3 | -4.2 | 16.3
Cc1nc(-c2ccc(NC(=O)C3CC3)cc2)cs1 | -8.1 | -0.4 | 1.6 | 8.0 | 5.2 | -1.6 | -3.2 | 10.5 | 2.6 | -0.8

Pulled by compound from the list above:
SMILES | BoNT-F LC inh | Mtb BioA inh | UGM FP inh | VHR inh abs | MazF activator | GDH-TPI inh | FadD28 binding | CCHF vOTU inh | Rv3671c protease | Mtb FBA inh
CCC(C)Sc1nc2c(cnn2-c2ccc(C)c(C)c2)c(=O)[nH]1 (centres undefined) | -5.7 | -0.1 | -0.5 | -1.9 | -10.3 | 5.6 | -0.7 | -1.7 | -20.0 | -0.6
Cc1nc(-c2ccc(NC(=O)C3CC3)cc2)cs1 | -8.1 | -0.4 | 1.6 | 8.0 | 5.2 | -1.6 | -3.2 | 10.5 | 2.6 | -0.8
O=C(Oc1ccc(Br)cc1C(=S)N1CCOCC1)c1ccc([N+](=O)[O-])cc1[N+](=O)[O-] | -11.1 | 1.7 | -0.6 | 11.8 | 0.4 | -8.2 | -3.3 | -3.1 | -2.7 | -0.4

Some of the entries above in a different format:
Each structure is followed by: BoNT-F LC inh | Mtb BioA inh | UGM FP inh | VHR inh abs | MazF activator | GDH-TPI inh | FadD28 binding | CCHF vOTU inh | Rv3671c protease | Mtb FBA inh
CC(=O)Nc1ccc(NC2(C)C(=O)c3ccccc3C2=O)cc1
  -6.3 | -1.0 | x | 17.5 | 3.3 | 1.7 | -0.2 | 5.2 | 5.0 | 0.6
Cc1ccc(C2=NOC(c3nnc(-c4ccccc4)o3)C2)cc1 (centres undefined)
  1.1 | 12.1 | -1.0 | x | -6.8 | 5.9 | -0.8 | 4.9 | -8.4 | 3.8

High-throughput results: PubChem BioAssay, several laboratories
